Wnt act: activators of Wnt/beta-catenin signaling; Wnt/beta-catenin reporter cell assay, activator, plate reader; activation, % at 9.35 µM; 300,000 compounds, 1.2% hits; AID 743398; in the data active = activation above about 30%, passing the limit was not always enough; inconclusive = no clear call, values can overlap the other calls;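 note: 0% = neutral control wells and 100% = positive control wells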
Rtt109 Vps75: inhibitors of Candida albicans Rtt109/Vps75 histone acetyltransferase; Q5AAJ8; purified Rtt109/Vps75, ThioGlo CoA-SH fluorescence, 4 h; inhibition, % at 34.9 µM; 330,000 compounds, 0.16% hits; AID 540336;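 active = inhibition of at least 50% in every replicate; inconclusive = best replicate reaches 50% inhibition but some replicates fall short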
CDK5 inh: CDK5/p35 (human) kinase inhibition | Recombinant CDK5/p35, ADP-Glo luminescence, 60 min | inhibition, % at 10 µM | 330,000 compounds, 0.01% hits;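 active = highest replicate inhibition of at least 50% and at least 75% of replicates reaching 50%; inconclusive = only one of the two criteria met; inactive = both criteria failed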;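 note: plate controls were DMSO neutral control for no effect and GW8510 at 10 µM for full effect; many of its hits are not listed in these tables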
Target sequence (Q00535 whole entry, looked up): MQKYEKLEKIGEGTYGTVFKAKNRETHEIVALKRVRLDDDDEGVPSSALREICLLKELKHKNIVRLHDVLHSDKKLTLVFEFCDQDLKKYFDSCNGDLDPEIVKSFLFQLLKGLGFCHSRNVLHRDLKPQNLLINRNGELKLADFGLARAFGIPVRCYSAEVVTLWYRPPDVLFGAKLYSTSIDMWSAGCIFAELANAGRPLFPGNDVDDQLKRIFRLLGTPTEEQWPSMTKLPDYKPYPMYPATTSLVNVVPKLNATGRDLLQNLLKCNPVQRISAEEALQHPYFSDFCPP
Target sequence (Q15078 whole entry, looked up): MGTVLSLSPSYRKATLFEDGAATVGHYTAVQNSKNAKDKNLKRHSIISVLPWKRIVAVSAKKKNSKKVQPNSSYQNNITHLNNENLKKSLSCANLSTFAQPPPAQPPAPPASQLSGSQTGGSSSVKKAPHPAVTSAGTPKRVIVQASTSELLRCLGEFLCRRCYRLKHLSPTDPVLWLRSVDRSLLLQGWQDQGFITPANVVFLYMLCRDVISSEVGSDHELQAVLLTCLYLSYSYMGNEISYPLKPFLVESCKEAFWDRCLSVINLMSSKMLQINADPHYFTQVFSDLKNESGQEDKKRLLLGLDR
HTR5A ag: HTR5A agonism, opioid heterodimer counter-screen; activation, % at 9.3 µM; 340,000 compounds, 0.61% hits; P47898; HTR5A agonist assay, luminescence, cell-based; in the data active = activation mostly above about 9.5%, no sharp cut-off; inactive = mostly below about 7.6%;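 note: 0% = cells with vehicle only and 100% = reference agonist; strong numbers were not always called active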
SR-BI DiI inh: blocks mouse SR-BI lipid uptake from DiI-HDL; Q61009; ldlA[mSR-BI] CHO cells, DiI-HDL uptake fluorescence, 3 h; inhibition, % at 12.5 µM; 320,000 compounds, 0.96% hits; AID 488896;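 active = mean replicate inhibition of at least 70% and a set share of replicates each scoring 70 or more; inconclusive = meets just one of the two criteria; inactive = fails both criteria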;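 note: 0% = median of neutral control wells and 100% = median of positive control wells; values of inactives mirror those of a sister screen read the other way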
MITF TRPM1 HTS: increases MITF-driven TRPM1 promoter luciferase signal; SK-MEL-5 TRPM1-promoter luciferase, 24 h; % of positive control, neutral wells = 0; AID 588334; activation, % at 12.5 µM; 300,000 compounds, 0.75% hits;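 active = mean activation of at least 80% with every replicate also reaching 80%; inconclusive = mean reaches 80% but some replicate falls short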;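 note: 0% = neutral control wells and 100% = parthenolide positive control wells; values of inactives mirror those of a sister screen read the other way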
PvdQ inh: P. aeruginosa PvdQ acylase inhibition. AID 488965. purified PvdQ acylase, fluorescence plate reader. inhibition, % at 10 µM. 340,000 compounds, 0.063% hits; in the data active = inhibition above about 30%, passing the limit was not always enough; inconclusive = no clear call, values can overlap the other calls;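 note: 0% = vehicle neutral wells and 100% = reference inhibitor wells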
dFosB act: enhances mouse delta FosB homodimer DNA binding; P13346; activation, % at 25 µM; 340,000 compounds, 0.99% hits; AID 493131; purified delta FosB, TAMRA-CDK5 oligo fluorescence polarization; percent of positive-control signal above neutral wells;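 active = mean activation above about 17%, with every replicate also reaching it, limit read from the data, passing the limit was not always enough; inconclusive = only one of the two conditions met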;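 note: fluorescence polarization rise as delta FosB binds a TAMRA Cdk5 AP-1 oligo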
Target sequence (P13346 whole entry, looked up): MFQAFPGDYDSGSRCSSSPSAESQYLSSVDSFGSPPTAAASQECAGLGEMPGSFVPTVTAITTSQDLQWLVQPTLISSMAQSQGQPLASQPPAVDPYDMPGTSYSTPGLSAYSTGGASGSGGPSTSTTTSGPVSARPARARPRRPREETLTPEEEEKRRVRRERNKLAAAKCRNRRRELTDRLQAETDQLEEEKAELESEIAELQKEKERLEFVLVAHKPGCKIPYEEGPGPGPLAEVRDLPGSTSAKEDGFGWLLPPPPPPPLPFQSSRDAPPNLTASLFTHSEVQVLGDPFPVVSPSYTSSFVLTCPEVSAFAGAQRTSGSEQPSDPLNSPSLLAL
RTF Ca sens act: increases calcium sensitivity of human cardiac regulated thin filaments; AID 493008; IANBD-labeled TnC RTF fluorescence at EC20 calcium; 0% EC20 calcium, 100% full calcium; 340,000 compounds, 0.24% hits; P19429+P45379; activation, % at 7.2 µM;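 active = activation above the mean over all tested compounds plus 3 SD, cut at about 30% in these data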;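 note: rise in fluorescence read as greater calcium sensitivity of cardiac thin filaments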
SR-BI uptake up: enhances SR-BI lipid uptake from DiI-HDL | CHO ldlA[mSR-BI] cells, DiI-HDL uptake fluorescence, 3 h; 100 = double the neutral-control signal | activation, % at 12.5 µM | 320,000 compounds, 0.096% hits | AID 504775;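 active = mean replicate activation of at least 60% and every replicate at or above 60%; inconclusive = mean or all-replicate condition met, but not both; inactive = mean below 60% and not all replicates reaching 60%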;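 note: 0% = median plate neutral-control signal and 100% = twice that signal; values of inactives mirror those of a sister screen read the other way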
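Test system: SR-BI-overexpressing, LDLR-lacking CHO cells; Medium: Ham's F12 with 0.5% BSA, HEPES 25 mM, pH 7.4; Schedule: 3 h, 37 °C; Technique: bottom-read fluorescence, 550/595 nm.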
* hit, by the source's call; ? = inconclusive; / = not tested or not shown; & = joins results of further samples.

nr	smiles	Wnt act	Rtt109 Vps75	CDK5 inh	HTR5A ag	SR-BI DiI inh	MITF TRPM1 HTS	PvdQ inh	dFosB act	RTF Ca sens act	SR-BI uptake up
1	CCCCN(C)C(=O)CS(=O)(=O)Cc1nc(-c2cccc(OC)c2)oc1C	0	-6	-0.6	-5	2	/	0	-1	1	-2
2	Cc1cc(C)n2ncc(S(=O)(=O)c3ccccc3)c2n1	-1	-1	-1.8	1	-2	7	-12	11	3	2
3	COc1ccc(OC)c(C2N(c3ccccn3)C(=O)C3CCCN32)c1 (stereo not given)	-2	-7	-0.3	0	-37	/	-3	5	3	37
4	Cc1ccc(NS(=O)(=O)c2cccc(C(=O)N3CCCCC3)c2)cc1	-2	8	-2.2	-1	-6	-8	-13	-3	0	6
5	COc1cc(OC)cc(-c2cc3nc(C)c(CCC(=O)NC(C)CCc4ccco4)c(C)n3n2)c1 (stereo not given)	-2	-1	0.5	1	60	/	-10	-24	6	-60
6	C/C(CC(=O)Nc1ccccc1Br)=N\NC(=O)C(=O)N1CCCC1	/	3	/	5	-24	17	-16	1	-5	24
7	COc1ccnc(Oc2ccccc2)c1C(=O)N/C=N/OCc1ccc(F)cc1Cl	/	/	1.1	-2	0	6	4	-9	0	0
8	Cc1onc(-c2ccccc2Cl)c1C(=O)NC(=S)Nc1ccc(C(C)C)cc1	1	-3	0.1	-7	8	-8	-11	0	-4	-8
9	C=CCn1c(SCCCC)nc(O)cc1=O	-4&0	-8&4	-1.0&0.3	1&2	-21&12	-8	-10&0	-6&0	2&-4	21&-12
10	O=C(NCc1ccc(Cl)cc1)C1=Cc2cc(Cl)ccc2OC1	-3	-3	-0.1	4	3	-7	-5	-12	10	-3
11	COc1ccc(OC)c(-c2csc(NC(=O)CSc3ccc(Br)cc3)n2)c1	-5	-1	-2.0	8	-1	6	-12	1	2	1
12	CN(CC(=O)N1CCc2ccccc21)S(=O)(=O)c1ccc(Cl)cc1	/	-30	-1.4	6	-14	0	-4	-6	-3	14
13	CC(OC(=O)c1cccc(S(=O)(=O)N(C)C)c1)C(=O)NCc1ccc2c(c1)OCO2 (stereo not given)	-1	-2	-0.7	0	-17	5	-15	2	1	17
14	Cc1ccc(S(=O)(=O)N2CCN(C(=O)CN3CCOCC3)C2C(C)C)cc1 (stereo not given)	/	-5	0.6	6	12	-2	-3	-1	3	-12
15	CSc1ccccc1C(=O)Nc1cccc([N+](=O)[O-])c1C	2	/	1.5	8	/	14	6	3	1	/
16	CN=Cc1cc(-c2ccccc2)sc1O	26	-1	0.4	-3	-12	69	16	-1	0	12
17	Cc1ccc(NC(=O)O/N=C/c2ccc(N(C)C)cc2)cc1	11	5	0.3	6	-11	53	0	4	-4	11
18	Brc1ccc(-c2nc(-c3ccncc3)no2)o1	/	4	1.2	2	-7	/	9	-14	6	7
19	CCCS(=O)(=O)N1CCc2ccc(NC(=O)c3ccccc3Cl)cc2C1	1	-3	-0.5	-2	60	-6	-16	-10	1	-60
20	Cc1ccc(NC(=O)N2CCCC2C(=O)Nc2ccc3c(c2)OCO3)cc1 (stereo not given)	-5	10	-2.8	7	/	0	-12	-9	-3	/
21	C/C(=N/OC(=O)c1ccccc1Br)c1ccc(C)cc1	1	-7	0.5	5	-10	44	-13	0	2	10
22	CCc1c(C)[nH]c2ccc(OC)cc2c1=S	-2	6	0.6	4	-16	10	4	-3	-1	16
23	CC(C)[C@H](NS(=O)(=O)c1cccc(C(F)(F)F)c1)C(=O)OCC(=O)NC(=O)NCc1ccco1	-3	2	0.3	-3	-12	-1	-5	-17	-6	12
24	CCOC(=O)c1cc2cc(OC)ccc2[nH]1	/	-12	-1.5	-2	19	56	-7	12	1	-19
25	COc1ccc(-c2cn(-c3ccc(C)cc3)c(=O)n2CC(=O)Nc2ccc(OC)cc2OC)cc1	9	-1	-2.7	4	13	15	-31	-1	0	/
26	Cc1cc(C(=O)Nc2sc3c(c2C#N)CCCCC3)cs1	22	-4	-13	-4	79*	22	-22	-8	3	-79
27	CCSc1n[nH]c(=S)s1	-1	0	-1.1	-1	1	10	-11	1	4	-1
28	Clc1cccc(CN2CCN(c3ncccn3)CC2)c1Cl	1	-4	-1.5	0	-18	/	-14	-4	3	18
29	CCOC(=O)COc1ccc(S(=O)(=O)NCC2CCCO2)cc1 (stereo not given)	-1	-10	1.4	-1	-8	-11	-7	-4	4	8
30	COc1cc(Cn2c(-c3nonc3N)nc3ccccc32)ccc1C	-10	-2	0.2	10	28	-38	8	5	-2	-28
31	Cc1cc(C(=O)N2CCN(C(=O)C3CCCO3)CC2)no1 (stereo not given)	/	-2	0.5	1	-25	4	-10	-1	0	25
32	O=C1NC(CCc2ccccc2)C(=O)N1Cc1ccc(Br)cc1 (stereo not given)	-1	-2	-1.2	-1	-4	-12	1	-8	1	4
33	CCOc1ccccc1Nc1nc(N2CCCC2)nc(N2CCOCC2)n1	-1	3	1.4	3	-1	10	-6	8	5	1
34	CC[C@]12c3[nH]c4cc(CCC(=O)N(C)C)ccc4c3CCN1C(=O)[C@@H](CC(=O)NCCCN(C)C)C[C@@H]2C(=O)N1CCN(C(=O)c2ccco2)CC1	0	-3	6.9	4.2*	-7	-4	9	-4	-5	7
35	O=C(C[n+]1cc(-c2ccc(Cl)c(Cl)c2)n2c1CCC2)N1c2ccccc2Sc2ccccc21	-2	57*	-2.1	-2	11	-1	1	-5	12	-11
36	COc1cccc(C(=O)Nc2ccc(NC(C)=O)cc2)c1	-3	9	0.3	0	30	/	-9	3	4	-30
37	O=C(CCCn1cncn1)N1CCCC(N2CCN(c3ccccc3F)CC2)C1 (stereo not given)	0	-5	-3.7	0	-12	-4	-7	-4	3	12
38	C=CCOc1ccc(C[C@H](N)C(=O)NC[C@H]2O[C@@H](n3cnc4c(N)ncnc43)[C@H](O)[C@@H]2O)cc1	/	1	1.8	2	6	8	-5	0	-6	-6
39	NC(=O)CSc1nnc(-c2cc(-c3ccc(Cl)cc3)nc3ccccc23)o1	-1	/	-2.0	0	8	5	2	-13	7	-8
40	Cc1cc(C)cc(-n2c(N)c(C(=O)Nc3c(C)n(C)n(-c4ccccc4)c3=O)c3nc4ccccc4nc32)c1	/	3	0.6	-1	-12	0	-2	-2	-20	12
41	CSc1nc2ccccc2cc1/C=C(\C#N)c1ccccc1	3	-13	0.2	-1	38	1	1	-14	-6	-38
42	COCCN=c1scc(C)n1/N=C/C1CC2C=CC1C2 (stereo not given)	-1	-9	-3.3	-3	-28	-2	-4	-10	5	28
43	CCC(Cc1ccccc1)NC(=O)c1ccc2nc(N3CCOCC3)sc2c1 (stereo not given)	1	-4	-1.7	0	11	/	-6	-11	3	-11
44	O=C(Nc1ccc(C(=O)O)cc1)/C(=C\c1ccc2c(c1)OCO2)NC(=O)c1ccccc1	-1	6	-1.3	-5	-27	1	13	1	6	27
45	O=C(OCC(=O)N1CCc2ccccc21)c1ccccc1[N+](=O)[O-]	-17	-2	0.7	4	26	28	-7	-11	1	-26
46	COc1cc2ncnc(NCc3cccc(F)c3F)c2cc1OC	1	2	-0.6	9.2*	-8	-12	-9	-10	6	8
47	Cc1ccc(C(=O)N(Cc2ccc3c(c2)OCO3)Cc2nc3ccccc3c(=O)[nH]2)cc1	-4	-1	-0.1	-2	-28	1	-5	-6	2	28
48	C/C=C/c1ccc(OC(C)=O)c(OC)c1	4	0	-2.3	5	-15	-7	-12	5	-2	15
49	O=C(NC(=S)Nc1ccccc1N1CCOCC1)c1sc2ccccc2c1Cl	-1	3	-0.4	2	35	17	1	3	-3	-35
50	N#CC1=C(S)N(c2ccc(F)cc2)C(c2cccs2)NC1=O (stereo not given)	0	9	0.3	2	-3	/	-13	5	7	3
51	O=C(CCc1nc2sc3c(c2c(=O)[nH]1)CCCC3)Nc1cccc(Cl)c1	4	-15	0.3	3	-19	12	-8	?	-1	19
52	COc1ccc(CNC(=O)Cn2nnc3ccccc3c2=O)cc1	23	4	-1.2	5	/	47	-18	1	-1	/
53	Cc1ccc(C)c(-n2nnnc2SCC(=O)NNC(=O)c2ccco2)c1	-1	9	-1.6	1	-16	/	0	1	7	16
54	COc1ccccc1CNc1ncnc2sccc12	-5	6	-1.1	5	-4	-6	-1	-6	-2	4
55	CCCn1nnnc1SCC(=O)Nc1ccc(F)cc1	0	-2	2.3	1	-57	7	-13	4	0	57
56	COC(=O)C1=CN(c2ccc(F)cc2)C=C(C(=O)OC)C1c1ccc(O)cc1	1	-9	2.9	-2	16	9	0	1	-2	-16
57	COc1ccc(/C=c2\s/c(=C/C(=O)c3ccc(C)cc3)[nH]c2=O)c(OC)c1	0	6	1.4	5	22	0	8	-10	99*	-22
58	Cc1cc(CSc2ccccc2)ccc1NC(=O)COc1ccccc1C	-4	-5	1.7	-3	4	17	-12	-7	-4	-4
59	CC1CCN(CCCNC(=O)c2ccc(N3CCCC3=O)cc2)CC1	0	-27	0.1	2	-29	20	-14	-7	4	29
60	CCc1ccc(-c2cc(C(=O)Nc3c(C)n(C)n(-c4ccccc4)c3=O)c3ccccc3n2)s1	0	-6	0.2	7	?	19	-10	-21	14	-71

Next records follow:
nr	smiles	Wnt act	Rtt109 Vps75	CDK5 inh	HTR5A ag	SR-BI DiI inh	MITF TRPM1 HTS	PvdQ inh	dFosB act	RTF Ca sens act	SR-BI uptake up
61	CCOC(=O)CNC(=O)c1ccc(OCC(F)(F)F)cc1	6	/	2.9	1	7	3	6	-7	-2	-7
62	Cc1nnc(SCC(=O)NC(C)(C)C)n1NCc1ccc(Cl)cc1	3	-23	0.1	5	3	0	-12	2	0	-3
63	COC(=O)[C@@H]1C[C@@]2(O)[C@@H](O)[C@@H](O)[C@@H](O)C[C@H]2N1Cc1ccc(-c2ccccc2)cc1	1	4	4.9	-3	-9	1	7	-4	-2	9
64	COc1ccccc1[C@H]1C(c2ccccc2)=NN(c2ccccc2)[C@@H]1CO	/	-3	-1.2	0	41	-6	-31	-9	-3	-41
65	Cc1ccc(C(=O)N(CC(=O)NC2CCCC2)c2cccc(F)c2)s1	-3	6	-0.2	5	-7	9	3	-4	-8	7
66	CCOc1ccccc1-n1nnnc1SCC(=O)Nc1cc(C)on1	/	-5	0.8	0	18	-5	-16	6	-3	-18
67	CCCn1c(N)c(C(=O)CSc2nc(N)cc(=O)[nH]2)c(=O)n(C)c1=O	17	11	2.8	2	-23	-3	5	4	-1	23
68	Cc1ccc(-c2nc3ccccc3s2)cc1NC(=S)NC(=O)c1cccc2ccccc12	/	6	-1.3	1	-16	49	7	-14	4	16
69	COc1cc(NC(=S)NCc2ccc(S(N)(=O)=O)cc2)cc(OC)c1	-7	-3	2.9	-2	-2	8	-4	-6	-1	2

Screening data: PubChem, several laboratories
